# XIAP antagonists: small molecules displacing peptide from XIAP – biochemical, IAP family, fluorescence polarization (AID 1018); XIAP BIR domain, fluorescence polarization peptide displacement; higher % means a stronger effect; one-dose displacement, % at 20 µM; IC50 in µM for titrated hits; 200,000 tested, 0.007% active; in the data active = displacement above about 50%; also: a part of the inactive calls stands beside numbers as strong as those of hits
# Myeloid diff 2: compounds promoting myeloid differentiation; ER-HoxA9 myeloid progenitors, lysozyme-GFP differentiation, flow cytometry; calls only at 10 µM; 360,000 tested, 1% active; AID 624256;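 active = normalized GFP-positive differentiation at or above the plate's own cutoff, the solvent-only control mean plus 3 SD; inconclusive = no clear call, values can overlap the other calls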;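 also: cells exposed to compound for four days before flow analysis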
# human PMI inhibitors: human PMI inhibitors, high substrate, primary screen, biochemical, fluorescence intensity, high mannose 6-phosphate (AID 1220); recombinant PMI enzyme, coupled fluorescence intensity; higher % means a stronger effect; one-dose inhibition, % at 20 µM; IC50 in µM for titrated hits; 190,000 tested, 0.66% active
# PMI inhibitors: MPI enzyme activity inhibition – biochemical, fluorescence intensity, coupled assay, primary screen (AID 1209) | purified PMI enzyme, coupled fluorescence intensity; higher % means a stronger effect | inhibition, % at 20 µM, or IC50 in µM where a hit was titrated | 190,000 tested, 0.42% active;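 also: plate controls were DMSO vehicle for no effect and wells lacking substrate for full effect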
# WT yeast gro inh: growth inhibition of WT yeast, mitochondrial fusion screen. mitochondrial fusion phenotypic screen, WT strain. inhibition, % at 10 µM. 190,000 tested, 2.1% active. AID 1362; in the data active = inhibition above about 58%; tested in S. cerevisiae
# Salmonella PhoP GFP: PhoP-dependent GFP reporter repression – Salmonella Typhimurium, primary screen (AID 1863); S. Typhimurium PhoP-regulated promoter GFP reporter, 4 h; higher % means a stronger effect; inhibition, % at 50 µM, or IC50 in µM where a hit was titrated; 300,000 tested, 0.16% active;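 active = inhibition over 29.93%, a cutoff 3 SD above the screen mean, later confirmed by dose response; inconclusive = inhibition over 29.93% but no dose response follow-up; inactive = inhibition at most 29.93% or unconfirmed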;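 also: 0% = low Mg2+ inducing control and 100% = high Mg2+ repressing control; strong numbers were not always called active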
# SIAH1 antagonists: Siah-1 peptide-binding antagonists, primary screen, biochemical, fluorescence polarization, rhodamine-plectin, uHTS (AID 1817) | one-dose displacement, % at 20 µM; IC50 in µM for titrated hits | Siah-1 / rhodamine-plectin peptide fluorescence polarization; higher % means a stronger effect | 290,000 tested, 0.02% active;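 active = displacement of at least 50% at 20 µM, with a fluorescence ratio check between 0.3 and a set limit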;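 also: plate controls were Siah plus tracer with DMSO for no effect and tracer alone without Siah for full effect; strong numbers were not always called active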
# TNAP activators: stimulation of alkaline phosphatase TNAP activity – biochemical, luminescent, no phosphate acceptor, uHTS, primary screen (AID 1001); purified TNAP, luminescent activation assay, no phosphate acceptor; higher activation fold means a stronger effect; activation fold at 20 µM; hits with a dose series show EC50 in µM; 200,000 tested, 0.03% active; in the data active = activation fold from about 3, or a potency from the dose series; inactive = the rest, 99 in 100 with activation fold below about 1.6; also: many of its hits are not listed in these tables
# RSV CPE inhibition: inhibition of RSV-induced cytopathic effect – HEp-2 cells, primary 10 µM value included (AID 2391); HEp-2 cells, RSV-induced CPE inhibition; higher % means a stronger effect; one-dose CPE inhibition, % at 10 µM; IC50 in µM for titrated hits; 310,000 tested, 0.13% active; in the data active = a potency from the dose series; inconclusive = CPE inhibition mostly from about 23% at the one dose, without a potency; inactive = the rest, 99 in 100 with CPE inhibition below about 21%; also: strong numbers were not always called active
# WT yeast gro inh mutant strain: also measured in WT yeast gro inh; calls as there; inhibition, %; mitochondrial fusion phenotypic screen, mutant strain inhibition
# Myeloid diff 2 GFP+ MAC1+ %: also measured in Myeloid diff 2; calls as there; GFP+ MAC1+ double positive, %; measured here: differentiation confirmed by MAC1 staining
# * marks the source's active call; other numbers are inactive results; i = inactive; u = inconclusive; x = no result given; + = active, no number. Rule as the data show it, unless noted: active = inhibition above about 50%; inactive = the rest.
# Sample of the layout (nine entries):
# Order of results – XIAP antagonists	Myeloid diff 2	Myeloid diff 2 GFP+ MAC1+ %	human PMI inhibitors	PMI inhibitors	WT yeast gro inh	WT yeast gro inh mutant strain	Salmonella PhoP GFP	SIAH1 antagonists	TNAP activators	RSV CPE inhibition
COc1ccc(C(=O)Nc2ccccc2N2CCN(C(=O)C(C)C)CC2)cc1Cl
→ 3.0%	i	0.5	16%	16%	0	-16	-8%	-2%	1	2.9%
CCOc1ccccc1CN1CCNC(=O)C1CC(=O)N(C)CCc1ccccn1 (stereo not given)
→ x	i	4.2	x	x	x	x	-3%	1%	x	0.7%
O=[N+]([O-])c1ccccc1N/N=C\c1ccccc1Cl
→ -0.9%	i	1.1	15%	9%	20	25	-5%	4%	0.9	0.1%
CCN1C(=O)C(NC(C)=O)c2cc(Br)ccc21 (stereo not given)
→ 0.3%	i	0.8	-27%	-14%	-3	-15	2%	4%	1.1	2.1%
CCCCN1CN(S(=O)(=O)c2cccs2)c2nc3ccccc3nc21
→ 0.5%	x	x	-120%	-60%	16	4	0%	0%	1.1	x
COC(=O)c1c(C)[nH]c(C)c1-c1ccc(C)cc1
→ -3.1%	i	1.2	2%	8%	-5	10	8%	-3%	1.1	2.3%
O=C(Nc1ccc(Oc2ccccc2)nc1)C1CCCCN1Cc1cccc(O)c1 (stereo not given)
→ x	i	4.9	x	x	x	x	-4%	1%	x	1.6%
CCOC(=O)C(CC)Sc1ccc2nnc(-c3cccnc3)n2n1 (stereo not given)
→ 1.3%	i	0.1	-1%	4%	-8	-4	-4%	-10%	1.1	2.4%
O=C(C1=C(O)C(=O)N(c2ncccn2)C1c1cccs1)c1ccco1 (stereo not given)
→ 1.6%	i	4.7	-38%	-35%	-1	10	-14%	-2%	1.1	3.1%

# All compounds of this part, from the first entry:
# Order of results – XIAP antagonists	Myeloid diff 2	Myeloid diff 2 GFP+ MAC1+ %	human PMI inhibitors	PMI inhibitors	WT yeast gro inh	WT yeast gro inh mutant strain	Salmonella PhoP GFP	SIAH1 antagonists	TNAP activators	RSV CPE inhibition
COc1ccc(C(=O)Nc2ccccc2N2CCN(C(=O)C(C)C)CC2)cc1Cl
→ 3.0%	i	0.5	16%	16%	0	-16	-8%	-2%	1	2.9%
CCOc1ccccc1CN1CCNC(=O)C1CC(=O)N(C)CCc1ccccn1 (stereo not given)
→ x	i	4.2	x	x	x	x	-3%	1%	x	0.7%
O=[N+]([O-])c1ccccc1N/N=C\c1ccccc1Cl
→ -0.9%	i	1.1	15%	9%	20	25	-5%	4%	0.9	0.1%
CCN1C(=O)C(NC(C)=O)c2cc(Br)ccc21 (stereo not given)
→ 0.3%	i	0.8	-27%	-14%	-3	-15	2%	4%	1.1	2.1%
CCCCN1CN(S(=O)(=O)c2cccs2)c2nc3ccccc3nc21
→ 0.5%	x	x	-120%	-60%	16	4	0%	0%	1.1	x
COC(=O)c1c(C)[nH]c(C)c1-c1ccc(C)cc1
→ -3.1%	i	1.2	2%	8%	-5	10	8%	-3%	1.1	2.3%
O=C(Nc1ccc(Oc2ccccc2)nc1)C1CCCCN1Cc1cccc(O)c1 (stereo not given)
→ x	i	4.9	x	x	x	x	-4%	1%	x	1.6%
CCOC(=O)C(CC)Sc1ccc2nnc(-c3cccnc3)n2n1 (stereo not given)
→ 1.3%	i	0.1	-1%	4%	-8	-4	-4%	-10%	1.1	2.4%
O=C(C1=C(O)C(=O)N(c2ncccn2)C1c1cccs1)c1ccco1 (stereo not given)
→ 1.6%	i	4.7	-38%	-35%	-1	10	-14%	-2%	1.1	3.1%
O=C(CC(Nc1ccccc1Cl)C(=O)OCC(=O)c1cccs1)c1ccccc1 (stereo not given)
→ -4.9%	i	1.3	11%	14%	-17	8	-1%	1%	1.1	1.2%
O=C(CCN1C(=O)c2ccccc2C1=O)N1CCC(c2ccccc2)C1 (stereo not given)
→ -0.5%	i	0.7	0%	5%	-7	-8	15%	1%	1.1	2.6%
CC[C@H](C)[C@@H](CN[C@H](CCCCNC)CNC)NCC1CCCC1
→ x	i	0.8	x	x	x	x	-7%	-3%	x	0.2%
O=S(=O)(c1ccc(Oc2ccccc2)cc1)N1CCOCC1
→ -1.5%	i	0.7	8%	12%	-8	-5	4%	1%	1.1	1.2%
Fc1c(CSC(=S)N2CCOCC2)cccc1CSC(=S)N1CCOCC1
→ x	i	0.8	x	x	x	x	1%	1%	x	4.3%
Cc1ccc2[nH]c(=O)c(COC(=O)C3CCCO3)cc2c1 (stereo not given)
→ -5.2%	i	1.6	5%	8%	-8	-28	-4%	-2%	1	22%
O=C(CCN1CCOCC1)NC12CC3CC(CC(C3)C1)C2
→ x	i	0.2	x	x	x	x	5%	-5%	x	1.0%
COc1cccc(NC(=O)CSc2nc3c(c(=O)n2C)SC(C)C3)c1 (stereo not given)
→ -12%	i	3.4	2%	2%	-6	-13	8%	-1%	1	1.1%
CC1CCCCN1C(=O)CSc1nnc(Cc2ccccc2)n1C (stereo not given)
→ 2.2%	i	0.8	-8%	-5%	-18	5	0%	2%	1.1	1.5%
CC[n+]1c(/C=C2/C=C(C)CC(C)(C)C2)sc2ccc(OC)cc21
→ -21%	+	1.6*	-77%	-34%	17	-1	1%	3%	0.9	7.3%
Cn1c(SCc2nnc(-c3ccccc3)o2)nc2ccccc21
→ -9.3%	i	0.6	-1%	-8%	-1	-9	-1%	16%	1.2	1.9%
COC(=O)CCc1c(C)c(C(=O)c2ccco2)c2ccccn12
→ 2.2%	i	1.2	-24%	-8%	8	-15	14%	3%	1	0.6%
Cc1cc(SC#N)cc(C)c1NC(=O)CCl
→ -9.9%	u	x	-3%	-6%	-83	7	-10%	-6%	1	6.3%
Fc1ccc(Cn2cc(C(=S)N3CCOCC3)c3ccccc32)cc1
→ x	i	0.6	x	x	x	x	-8%	2%	x	0.6%
CC(=O)N1CCCc2cc(S(=O)(=O)NCCC3=CCCCC3)ccc21
→ -11%	i	1.0	14%	17%	-8	3	-1%	-2%	1	6.7%
O=C(CSc1ncccn1)NCc1ccccc1
→ -4.8%	i	0.5	5%	3%	19	29	2%	-1%	1.1	1.5%
COC(=O)[C@@H]1C[C@@]2(O)[C@H](O)[C@H](O)[C@H](O)C[C@H]2N1Cc1ccc(-c2ccccc2)cc1
→ x	i	1.2	x	x	x	x	-8%	-2%	x	1.1%
Cc1ccc(NC(=O)c2cc(-c3ccc(C)c(C)c3O)n[nH]2)cc1C
→ x	i	0.5	x	x	x	x	15%	1%	x	16%
Cc1ccc(S(=O)(=O)N2CCN(C)CC2)cc1[N+](=O)[O-]
→ -22%	i	4.0	-2%	-2%	-5	8	3%	-4%	1.1	0.1%
COc1cc(/C=N/N(C)c2ccccc2)cc(Cl)c1O
→ 0.2%	i	0.7	20%	26%	59*	45*	-7%	-4%	1	-1.2%
Cc1ccc(-n2c(=O)c3c(C)c(C)sc3n(Cc3cc(=O)n4ccccc4n3)c2=O)cc1C
→ -8.7%	i	2.3	7%	7%	86	92	5%	8%	1.1	12%
O=C(CSc1ccc(-c2ccccn2)nn1)c1ccccc1
→ -3.6%	i	0.7	-20%	-14%	49	46	-3%	-6%	1	1.3%
Cc1[nH]c2ccccc2c1SCC(=O)N1CCCCCC1
→ -3.9%	i	0.5	5%	10%	-4	-15	2%	2%	1.1	-0.5%
C/[N+]([O-])=C\c1ccc([N+](=O)[O-])o1
→ -11%	i	0.2	36%	-5%	2	2	12%	2%	1.1	4.1%
CC1CC(=O)N(Cc2ccccc2)c2ccccc2N1C=O (stereo not given)
→ -1.9%	i	1.2	-5%	-4%	-8	10	-4%	-4%	1	-0.8%
O=C(N/N=C/c1cccnc1)c1ccc(CN2c3cccc4cccc(c34)S2(=O)=O)cc1
→ -8.5%	i	1.2	40%	12%	-18	-13	11%	-3%	1	22%
COCCNC(=O)Cc1ccc(Br)cc1
→ -9.2%	i	0.4	-12%	-12%	-10	-8	-1%	0%	1.1	0.9%
O=C(CSc1ccc(-c2ccccc2)nn1)c1cccs1
→ -5.3%	i	0.2	-4%	-23%	2	3	-6%	3%	1	22%
CCCn1c(C2CCCN2c2nc(-c3cccc(Br)c3)cs2)nc2ccccc21 (stereo not given)
→ x	i	1.3	x	x	x	x	-1%	-4%	x	32%
CC(NC(=O)C1CCC(C)(C(=O)O)C1(C)C)c1ccccc1 (stereo not given)
→ x	i	0.0	x	x	x	x	4%	-8%	x	0.8%
CC(C)OC(=O)C1=C(N)N2C(=O)CSC2=C(C(=O)OC(C)C)C1
→ -15%	i	0.7	13%	13%	10	-1	4%	2%	1.2	0.4%
c1ccc(-c2nn3nnnc3c3ccccc23)cc1
→ -4.4%	i	0.6	1%	4%	16	3	9%	-2%	1.1	5.0%
CCOC(=O)N1CCC(=NNC(=O)COc2ccc(OC)cc2)CC1
→ -4.0%	i	0.3	3%	11%	-2	-21	7%	-3%	1.7	0.5%
O=C(O)c1cccc(N2C(=O)c3cc4cccc(Br)c4cc3C2=O)c1
→ x	i	0.8	x	x	x	x	4%	-8%	x	-0.5%
Cc1ccc(NC(=O)CCc2nnc3ccc(N4CCC5(CC4)OCCO5)nn23)nc1
→ x	u	x	x	x	x	x	0%	-2%	x	-0.5%
CCOC(=O)c1cccc(NC(=O)CCc2nc(-c3ccc(C)cc3)no2)c1
→ -4.5%	i	0.8	6%	1%	13	4	-6%	-3%	0.8	13%
CCc1ccc(OCCOCC(O)CN(CCO)CCO)cc1 (stereo not given)
→ -2.3%	i	1.2	-7%	0%	5	-6	8%	1%	1.2	2.3%
OCCCc1nc2ccccc2n1Cc1ccccc1
→ x	i	0.1	x	x	x	x	4%	16%	x	0.2%
O=C(Nc1ccc(Cl)cc1)N1CCCC1
→ -6.1%	i	0.9	-3%	5%	22	33	-5%	2%	1	2.9%
CC(C)CCn1c(=O)c2ccccc2n2c(COC(=O)c3ccc(S(=O)(=O)N(C)C)cc3)nnc12
→ -2.4%	x	x	8%	4%	x	x	x	0%	1.1	x
O=C(NC1CCCCC1)C(c1ccc(F)cc1)N(Cc1cccs1)C(=O)CN1C(=O)c2ccccc2S1(=O)=O (stereo not given)
→ -3.2%	i	0.5	0%	6%	-3	8	5%	10%	1.1	1.6%
CC(NCC(O)COc1ccccc1)C1COc2ccccc2O1 (stereo not given)
→ x	i	0.5	x	x	x	x	4%	-2%	x	0.6%
COc1ccc(CCN2Cc3c(N)cccc3C2=O)cc1OC
→ x	i	0.3	x	x	x	x	4%	1%	x	1.4%
CCOc1cc(C)ccc1OCc1nnc(SCC(=O)c2cccc([N+](=O)[O-])c2)n1C
→ -4.2%	i	5.9	2%	-4%	15	23	4%	6%	1	2.0%
O=C(NCCCn1ccnc1)C(=O)NCC(c1cccnc1)N1CCN(c2ccccc2)CC1 (stereo not given)
→ -7.7%	i	1.4	7%	7%	0	-6	5%	3%	1	0.8%

# Screening results deposited in PubChem BioAssay by several laboratories.
